GLD-1 TGE inh: GLD-1/TGE RNA complex disruptors, primary screen, biochemical, fluorescence polarization; 0.44% of 320,000 active; AID 2280, 2010; purified GLD-1 + fluorescein TGE RNA; inhibition, % at 5.96 µM; Female germline-specific tumor suppressor gld-1 (Caenorhabditis elegans), Q17339;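 active = percent inhibition above a per-plate cutoff, the plate mean of test compounds plus 3 SD, cut at about 30% in these data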;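 note: 0% = DMSO wells with GLD-1 and probe and 100% = wells lacking GLD-1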
GRK2 aptamer HTS: compounds blocking aptamer binding on GRK2 – biochemical, human GRK2, bead flow cytometry, HTS, primary screen; AID 488847, 2010; Beta-adrenergic receptor kinase 1 (Homo sapiens), P25098; inhibition of aptamer binding, % at 10 µM; 0.59% of 330,000 active; FAM-aptamer displacement from GRK2;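 active = inhibition of aptamer binding above 40%, roughly 3 SD of noise, on plates passing a quality check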;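 note: median bead fluorescence of bound FAM aptamer so fluorescent compounds give negative values; no value below 0 was filed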
Target sequence (P25098 whole entry, looked up): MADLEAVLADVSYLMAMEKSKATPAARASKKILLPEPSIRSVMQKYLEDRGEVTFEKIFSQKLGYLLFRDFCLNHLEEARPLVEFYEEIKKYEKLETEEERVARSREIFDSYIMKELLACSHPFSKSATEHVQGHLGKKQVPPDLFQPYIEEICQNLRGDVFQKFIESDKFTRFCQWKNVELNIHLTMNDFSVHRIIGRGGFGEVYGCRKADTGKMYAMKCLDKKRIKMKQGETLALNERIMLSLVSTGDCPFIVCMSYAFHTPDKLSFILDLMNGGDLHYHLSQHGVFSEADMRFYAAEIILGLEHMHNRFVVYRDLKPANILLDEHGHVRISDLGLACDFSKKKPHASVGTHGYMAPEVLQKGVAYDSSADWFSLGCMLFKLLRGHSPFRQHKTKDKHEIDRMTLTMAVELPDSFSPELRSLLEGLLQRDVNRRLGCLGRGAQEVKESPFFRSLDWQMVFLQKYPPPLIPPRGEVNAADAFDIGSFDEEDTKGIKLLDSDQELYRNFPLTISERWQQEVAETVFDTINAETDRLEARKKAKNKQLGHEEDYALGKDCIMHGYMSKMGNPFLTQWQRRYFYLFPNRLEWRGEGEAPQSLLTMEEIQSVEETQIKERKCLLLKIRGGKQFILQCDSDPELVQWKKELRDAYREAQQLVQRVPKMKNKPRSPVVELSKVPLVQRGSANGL
CR mimetic SO: reduction of superoxide in aged yeast, primary screen, HTS; S. cerevisiae aged cells, superoxide DHE fluorescence; stronger effect = lower value; superoxide response (% of plate mean), % at 10 µM; 0.18% of 330,000 active;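 active = superoxide response under a set limit, about three screen SD below normal, cut at about 65% in these data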;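 note: yeast aged for seven days with compound at 30 °C before DHE staining; 100% = average MFI of all compound-treated wells on the plate with controls excluded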
MEX-5 binding: MEX-5 zinc finger RNA-binding disruptors – biochemical, C. elegans, fluorescence polarization, MLPCN library, primary screen | Zinc finger protein mex-5 (Caenorhabditis elegans), Q9XUB2 | MEX-5/FITC-TCR2 RNA binding; stronger effect = lower value | activity score (negative = inhibition of binding), % at 10 µM | 0.38% of 300,000 active;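 active = inhibition past about -25% in most replicates, and total fluorescence under double the plate's negative control median, limit read from the data; inconclusive = replicates evenly split on the limit, or fluorescence at least double controls; inactive = too little inhibition in most replicates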;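 note: 0% = DMSO and -100% = 5 µM competing unlabeled TCR2 RNA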
MCL1-BIM inh: inhibitors of MCL1 binding to BIM-BH3, primary screen, biochemical, fluorescence polarization | Induced myeloid leukemia cell differentiation protein Mcl-1 (Homo sapiens), Q07820 | GST-MCL1 / FITC-Bim-BH3 fluorescence polarization | inhibition, % at 10.9 µM | 0.68% of 320,000 active;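 active = inhibition above the mean inhibition of all tested compounds plus 3 SD, set per campaign, cut at about 40% in these data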;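 note: 0% = DMSO wells and 100% = unlabeled Bim-BH3 peptide control; higher means more loss of mP so more displacement of Bim peptide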
CIT2 TOR yeast: modulators of CIT2-GFP expression in yeast, primary screen, S. cerevisiae, GFP fusion, multiplex flow cytometry, MLPCN library; S. cerevisiae CIT2-GFP strain, 3 h; 100 means same as DMSO wells; GFP response vs DMSO, % at 10 µM; 0.065% of 320,000 active;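 active = GFP response relative to DMSO above a set limit, near the screen mean plus 3 SD, cut at about 150% in these data; inconclusive = Fewer than 70 cells measured for a yeast strain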;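 note: ratio of well median GFP fluorescence to mean of DMSO wells on the plate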
BCLXL inh: inhibitors of human Bcl-xL, primary screen, biochemical, fluorescence polarization, HTS; GST-Bcl-xL / FITC-Bim BH3 peptide fluorescence polarization; inhibition, % at 10.9 µM; 0.7% of 320,000 active; AID 2129, 2009;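 active = inhibition above the mean of all tested compounds plus 3 SD, cutoff set per campaign, cut at about 30% in these data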;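 note: 0% = DMSO wells and 100% = unlabeled Bim-BH3 peptide competitor; inhibitors lower millipolarization by displacing the labeled peptide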
Target sequence (Q07817 whole entry, looked up): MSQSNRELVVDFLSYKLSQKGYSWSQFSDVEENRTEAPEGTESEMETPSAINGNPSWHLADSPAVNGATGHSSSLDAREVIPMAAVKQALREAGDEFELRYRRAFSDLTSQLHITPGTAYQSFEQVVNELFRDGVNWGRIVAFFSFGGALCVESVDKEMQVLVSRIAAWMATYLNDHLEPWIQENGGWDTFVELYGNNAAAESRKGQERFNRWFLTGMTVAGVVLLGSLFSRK
VLA-4 inh: inhibition in human VLA-4 binding assay, primary screen, VLA-4 allosteric modulator project, MLPCN library, flow cytometry, VLA-4 expressing cells | AID 2557, 2010 | inhibition, % (about 7 µM as worked out from the volumes in the protocol) | ligand binding flow cytometry | Integrin alpha-4 (Homo sapiens), P13612 | 0.2% of 330,000 active; in the data active = inhibition above about 50%
AGP1-GFP MLPCN: modulators of AGP1-GFP expression in yeast TOR pathway, primary screen, cell-based, multiplex flow cytometry, S. cerevisiae, MLPCN library; 3 h; GFP as percent of DMSO wells; 0.02% of 320,000 active; GFP response vs DMSO, % at 10 µM; AID 2066, 2009;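 active = GFP response relative to DMSO above a set limit, near screen average plus 3 SD, cut at about 150% in these data; inconclusive = fewer than 70 cells counted for the yeast strain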;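 note: median GFP channel fluorescence of the gated AGP1 strain per well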
* = called active by the depositor; i = inactive; ? = inconclusive; · = no result given; [ ] = remark or other dose.

1) C=C1c2cc(CC)ccc2NC(=O)N1c1ccc(C)cc1
2) CN(CC(=O)NC(c1ccccc1)c1ccccc1)Cc1nc2ccccc2c(=O)[nH]1
3) CCOC(=O)CN(c1ccccn1)S(=O)(=O)c1ccc(OC)cc1
4) COc1ccc(-c2cc(C(=O)N3CCN(S(=O)(=O)c4ccccc4)CC3)[nH]n2)cc1
5) CC(C)c1nnc(NC(=O)CCC(=O)NCc2cccs2)s1

screen / no.	1	2	3	4	5
AGP1-GFP MLPCN	106	106	97	99	99
MCL1-BIM inh	10	2	2	-3	2
CR mimetic SO	108	105	107	101	112
GLD-1 TGE inh	3	3	-2	-1	-7
VLA-4 inh	12	-5	-9	1	7
CIT2 TOR yeast	104	109	100	96	99
MEX-5 binding	-0.5	0.3	-2.1	-0.9	0.9
BCLXL inh	0	1	3	-7	0
GRK2 aptamer HTS	6	4	2	1	1

6) CCC(C)NS(=O)(=O)c1ccc(S(=O)(=O)N(CC(=O)Nc2ccccc2)Cc2ccco2)cc1 (centres undefined)
7) CCOc1ccc(N2CC(NC(=O)c3cccc4ccccc34)CC2=O)cc1 (centres undefined)
8) Cc1cccc(OCCCCCn2ccnc2)c1C
9) FC(F)(F)c1cccc(CNc2ncccc2-c2nc3cc(Cl)ccc3o2)c1
10) CC(=O)Nc1ccc(C(=O)OCC(=O)N2CCC(Cc3ccccc3)CC2)cc1

screen / no.	6	7	8	9	10
AGP1-GFP MLPCN	91	107	94	92	107
MCL1-BIM inh	-13	-2	6	-1	-20
CR mimetic SO	94	108	92	109	109
GLD-1 TGE inh	2	8	7	0	4
VLA-4 inh	11	1	-20	3	-5
CIT2 TOR yeast	90	85	81	89	95
MEX-5 binding	-1.9	-0.9	-0.1	-1.1	·
BCLXL inh	-6	4	7	-2	-10
GRK2 aptamer HTS	5	3	0	0	1

11) O=C(COC(=O)c1ccc(O)cc1)NC1CCCCCC1
12) NS(=O)(=O)c1ccc(NC(=S)NC(=O)/C=C/c2ccco2)cc1
13) Cc1ccccc1CN1[C@@H]2c3ccccc3C[C@@H]2OCCS1(=O)=O
14) CS(=O)(=O)N(CC(=O)NCc1ccncc1)c1ccc(Cl)c(Cl)c1
15) Cc1ccc(NC(=O)CN(C)C(=O)COC(=O)c2ccc(NC(=O)CC#N)cc2)cc1

screen / no.	11	12	13	14	15
AGP1-GFP MLPCN	96	102	79	95	98
MCL1-BIM inh	-4	8	2	8	·
CR mimetic SO	127	85	100	112	96
GLD-1 TGE inh	0	5	5	5	-1
VLA-4 inh	-7	2	7	6	0
CIT2 TOR yeast	98	94	68	·	89
MEX-5 binding	·	?	-0.2	0.8	·
BCLXL inh	-2	13	7	7	·
GRK2 aptamer HTS	1	7	0	3	0

16) CCC/C(C#Cc1ccc(N(C)C)cc1)=C1/c2ccccc2C(=O)N1c1ccccc1
17) CCc1ccc(NC(=O)CN2CCC(C(=O)c3ccc(OC)cc3)CC2)cc1
18) NS(=O)(=O)c1cccc(NC(=O)Cn2cc(C(F)(F)F)cc(Cl)c2=O)c1
19) CN(C(=O)c1cc2ccccc2o1)c1c(N)n(Cc2ccccc2)c(=O)[nH]c1=O
20) CSc1cccc(NC(=S)NC(=O)c2cccnc2)c1

screen / no.	16	17	18	19	20
AGP1-GFP MLPCN	95	96	107	105	94
MCL1-BIM inh	·	8	-2	·	·
CR mimetic SO	82	98	87	85	90
GLD-1 TGE inh	119*	1	3	7	·
VLA-4 inh	i	7	-8	-3	-2
CIT2 TOR yeast	83	106	102	95	103
MEX-5 binding	·	-1.4	0.8	·	4.7
BCLXL inh	·	3	3	·	·
GRK2 aptamer HTS	0	0	0	0	2

21) Cc1ccc(C(=O)Nc2ccc3c(c2)OCCO3)cc1S(=O)(=O)N1CCOCC1
22) COC(=O)CSc1nnc(CNC(=O)c2ccc(S(=O)(=O)N3CCOCC3)cc2)n1C
23) COC(=O)c1[nH]c2cc(C)ccc2c1NC(=O)CN1CCCc2ccccc21
24) COc1ccccc1Nc1nnc(SCC(=O)N2CCCC2)s1
25) COC(=O)C1=C(C)Nc2nnnn2C1c1cccs1 (centres undefined)

screen / no.	21	22	23	24	25
AGP1-GFP MLPCN	102	95	87	117	84
MCL1-BIM inh	·	-4	-6	1	-3
CR mimetic SO	68	109	100	88	89
GLD-1 TGE inh	2	3	-8	4	6
VLA-4 inh	0	1	-8	-10	7
CIT2 TOR yeast	91	99	76	107	88
MEX-5 binding	·	-4.4	2.3	-0.8	0.6
BCLXL inh	·	-2	-4	-3	0
GRK2 aptamer HTS	0	1	0	0	0

26) COc1ccc(NC(=O)CSc2nc3[nH]ncc3c(=O)[nH]2)c(OC)c1
27) Cc1ccc(C(C)C)c(OCC(=O)NNC2=CC(=O)CC(C)(C)C2)c1
28) COc1ccc(C)cc1S(=O)(=O)N1CCC(C(=O)NCCc2ccccc2)CC1
29) Cc1cccc(-n2ccnc2CN2CCN(C3CCCC3)C(CCO)C2)c1 (centres undefined)
30) Cc1ccc(NC(=O)CNc2ccccc2N2CCCC2=O)cc1S(=O)(=O)N1CCCCC1

screen / no.	26	27	28	29	30
AGP1-GFP MLPCN	98	·	102	103	93
MCL1-BIM inh	6	7	0	7	-17
CR mimetic SO	94	114	109	103	96
GLD-1 TGE inh	7	20	2	5	-1
VLA-4 inh	-1	-1	-30	-7	11
CIT2 TOR yeast	94	·	98	93	95
MEX-5 binding	-0.9	0.5	-1.1	1.8	·
BCLXL inh	5	7	6	3	-8
GRK2 aptamer HTS	4	4	0	1	3

31) O=C(c1cccnc1)N1CCN(c2ccc([N+](=O)[O-])cc2Cl)CC1
32) CCc1nc2c(oc3ccccc32)c(=O)[nH]1
33) O=c1cc(-c2ccc(O)cc2)oc2c1ccc1ccccc12
34) Cc1ccc(-c2nc3ccccc3c(=O)n2NC(=O)COc2ccccc2)cc1
35) CCCC1Cc2c(sc(N)c2C#N)CO1 (centres undefined)

screen / no.	31	32	33	34	35
AGP1-GFP MLPCN	97	90	98	102	103
MCL1-BIM inh	10	4	-28	12	5
CR mimetic SO	115	110	87	105	104
GLD-1 TGE inh	-1	-6	1	4	9
VLA-4 inh	-5	-3	-1	0	-20
CIT2 TOR yeast	97	95	97	99	102
MEX-5 binding	2.1	3.2	·	2.3	-1.2
BCLXL inh	3	0	-6	5	5
GRK2 aptamer HTS	7	0	0	0	0

36) CC(=O)C1=C(O)C(=O)N(c2ccc(S(N)(=O)=O)cc2)C1c1cccc([N+](=O)[O-])c1 (centres undefined)
37) Cn1nc(C(=O)NC2CCCN(Cc3ccccc3F)C2)c2ccccc2c1=O (centres undefined)
38) CC(=O)N1CCN(C(=O)c2ccccc2NS(=O)(=O)c2ccc(F)cc2)CC1
39) CC[n+]1ccc(/C=C/c2c[nH]c3ccccc23)cc1
40) O=C(c1c(Cl)cccc1Cl)N1CCCCCC1

screen / no.	36	37	38	39	40
AGP1-GFP MLPCN	108	97	114	102	99
MCL1-BIM inh	6	13	-2	-74	9
CR mimetic SO	96	99	109	109	109
GLD-1 TGE inh	-1	5	-1	-11	-5
VLA-4 inh	1	1	7	-327	-5
CIT2 TOR yeast	109	100	105	114	100
MEX-5 binding	-1.4	1.8	·	?	1.0
BCLXL inh	4	1	1	-3	2
GRK2 aptamer HTS	0	11	0	0	2

41) CC1(C)CC(=O)C=C(NC2CCCCCC2)C1
42) COc1ccc(-c2nc(N)n(C(=O)Cc3ccccc3)n2)cc1
43) O=C(CSc1ncccn1)N1CCCC1
44) COc1ccc(C2C=C(C)Nc3nc4ccccc4n32)cc1 (centres undefined)
45) CC(C(=O)Nc1ccc(C#N)cc1)N(C)CC(=O)N(C)c1c(N)n(Cc2ccccc2)c(=O)[nH]c1=O (centres undefined)

screen / no.	41	42	43	44	45
AGP1-GFP MLPCN	106	98	101	104	99
MCL1-BIM inh	-5	-2	10	4	·
CR mimetic SO	82	88	97	172	109
GLD-1 TGE inh	-2	-4	13	15	4
VLA-4 inh	2	-6	17	-1	-9
CIT2 TOR yeast	112	97	102	108	113
MEX-5 binding	0.8	1.2	-1.4	-0.5	·
BCLXL inh	1	4	2	12	·
GRK2 aptamer HTS	0	0	1	0	0

46) Cc1ccc(NCC(=O)N/N=C/c2cc3ccccc3nc2Cl)cc1
47) O=C(/C=C/c1cccc([N+](=O)[O-])c1)NCc1ccco1
48) N#Cc1ccsc1NC(=O)C1CCN(C(=O)c2ccc(Cl)cc2)CC1
49) CCN1C(=O)[C@H]2[C@@H](c3ccccc3)N3C(=O)N(c4cccc(F)c4)C(=O)[C@@]3(CC(C)C)[C@H]2C1=O
50) CN(C(=O)c1ccco1)c1nnc(C23CC4CC(CC(C4)C2)C3)s1
51) CC(=O)N/N=C/c1cc(C(C)(C)C)cc(/C=N/NC(C)=O)c1O
52) CC(OC(=O)CCCN=C1NS(=O)(=O)c2ccccc21)C(=O)Nc1ccccc1[N+](=O)[O-] (centres undefined)

screen / no.	46	47	48	49	50	51	52
AGP1-GFP MLPCN	103	106	114	93	108	49[may fluoresce violet]	107
MCL1-BIM inh	15	-1	-12	-5	5	89*	-3
CR mimetic SO	107	95	98	93	107	106	119
GLD-1 TGE inh	10	-1	2	-3	7	156*	-4
VLA-4 inh	7	6	-5	18	-11	-30	6
CIT2 TOR yeast	99	107	103	87	123	?	95
MEX-5 binding	-2.0	1.2	-0.6	1.1	1.8	2.4	2.4
BCLXL inh	11	1	-2	4	4	94*	-6
GRK2 aptamer HTS	0	0	0	0	0	0	3

3 entries already listed, ordered by the number in CIT2 TOR yeast, high to low:
No.	SMILES	AGP1-GFP MLPCN	MCL1-BIM inh	GLD-1 TGE inh	VLA-4 inh	CIT2 TOR yeast	MEX-5 binding	BCLXL inh	GRK2 aptamer HTS
50	CN(C(=O)c1ccco1)c1nnc(C23CC4CC(CC(C4)C2)C3)s1	108	5	7	-11	123	1.8	4	0
48	N#Cc1ccsc1NC(=O)C1CCN(C(=O)c2ccc(Cl)cc2)CC1	114	-12	2	-5	103	-0.6	-2	0
49	CCN1C(=O)[C@H]2[C@@H](c3ccccc3)N3C(=O)N(c4cccc(F)c4)C(=O)[C@@]3(CC(C)C)[C@H]2C1=O	93	-5	-3	18	87	1.1	4	0

Just CIT2 TOR yeast, for 3 of the compounds above:
entry | Compound | CIT2 TOR yeast
47 | O=C(/C=C/c1cccc([N+](=O)[O-])c1)NCc1ccco1 | 107
51 | CC(=O)N/N=C/c1cc(C(C)(C)C)cc(/C=N/NC(C)=O)c1O | ?
50 | CN(C(=O)c1ccco1)c1nnc(C23CC4CC(CC(C4)C2)C3)s1 | 123
